ATXN2 expr inh: ATXN2 expression inhibition; hit rate 0.72% among 360,000; Potency, µM (top dose mostly 57 µM), without a hit: top-dose activity change, negative = inhibition, actives largely listed as inhibitors; HEK-293 ATXN2-luciferase reporter, luminescence, 24 h; also: potency is read from the fitted curve at half-maximal effect; % is scaled to controls: 0 for no effect and ±100 for the full control effect; nearly all actives have a fitted effect of over 55% in size
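ATXN2-luciferase reporter cells (luciferase flanked by upstream and downstream ATXN2 gene portions) were treated 24 h at 37 °C with compounds at up to 57 uM. SteadyGlo luminescence gave expression; GF-AFC fluorescence gave viability.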
MCF10A rerep: inducers of DNA re-replication in MCF 10A breast cells; MCF 10A DNA re-replication, Hoechst nuclear intensity, 48 h; Potency, µM (titrated, usually from 46.1 µM), inactives show at the highest dose activity, positive = re-replication, most hits filed as activators; hit rate 2.9% among 350,000; AID 624296; also: potency is read from the fitted curve at half-maximal effect; % of control where 0% means no effect; nearly all actives have a fitted effect of over 50% in size
Nrf2 inh: inhibitors of Nrf2 signaling. Potency, µM (highest dose often 46 µM), inactives show at the highest dose activity change, negative = inhibition, usual class: inhibitors. hit rate 2.1% among 360,000. A549 ARE-Fluc reporter, luciferase luminescence, 18-24 h. AID 504444; also: potency is read from the fitted curve at half-maximal effect; % is scaled to controls: 0 for no effect and ±100 for the full control effect; nearly all actives have a fitted effect of over 60% in size
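Quantitative HTS in A549 cells stably bearing an antioxidant response element-firefly luciferase construct. Inhibition of Nrf2-driven transcription was scored by luminescence after 18-24 h of compound exposure at 37 °C.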
A549 tox: A549 cytotoxicity, counter-screen for Nrf2 inhibitors | A549 ARE-Fluc cells, CellTiter-Fluor viability, 18-24 h | hit rate 0.16% among 390,000 | Potency, µM (highest dose often 46 µM), inactives show at the top dose activity change, negative = cytotoxicity, most hits filed as inhibitors; also: potency is read from the fitted curve at half-maximal effect; % is scaled to controls: 0 for no effect and ±100 for the full control effect
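A549 ARE-Fluc cells in 5% FBS OPTI-MEM, 5000 cells/well, rested 2 h then exposed to compounds in concentration-response for 18-24 h at 37 °C. Viability by CellTiter-Fluor fluorescence (Ex 405/Em 525) after 30 min; luciferase luminescence (BugLite, 15 min, RT) read afterwards.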
Nrf2 ARE act: Nrf2 pathway activation. hit rate 0.31% among 410,000. AREc32 ARE-luciferase reporter (MCF7-derived line), luminescence, 24 h. Potency, µM (doses to about 46.1 µM), for inactives: top-dose activation, hits mostly activators; also: potency is read from the fitted curve at half-maximal effect; % of control where 0% means no effect; nearly all actives have a fitted effect of over 65% in size
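AREc32 cells carrying an ARE-driven firefly luciferase reporter were seeded at 1000 cells/well in OPTI-MEM with 5% FBS, then exposed to compound for 24 hr at 37 deg C. Luminescence was read with Steady-Glo after 30 min at RT.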
TGFb SMAD3 inh: blocks TGF-b signaling | HepG2 CAGA-GFP TGF-b/SMAD3 reporter, GFP fluorescence, 18 h; TGF-beta stimulated, 500 pg/mL final | Potency, µM (titrated, usually from 46.1 µM), for the others: top-dose activity, negative = inhibition, hits mostly inhibitors | hit rate 1.2% among 410,000; also: potency is read from the fitted curve at half-maximal effect; % is scaled to controls: 0 for no effect and ±100 for the full control effect; nearly all actives have a fitted effect of over 65% in size
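First, reporter cells (HEPG2 CAGA-GFP) rested 2 h at 37 degrees C. Next, compounds were pinned in and TGF-beta added to 500 pg/mL final. After 18 h, GFP was imaged per cell and summed per well.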
S2 tox: reduces viability in counter-screen for ATXN expression inhibitors. Potency, µM (doses to about 56.7 µM), hits mostly cytotoxic. hit rate 0.49% among 400,000. AID 651635. S2 cells (HEK-293 line with an ATXN2-luciferase reporter) viability, CellTiter-Fluor protease fluorescence, 24 h; also: potency is read from the fitted curve at half-maximal effect; nearly all actives have a fitted effect of over 40% in size
HepG2 tox: HepG2 cytotoxicity, counter-screen for TGF-b inhibitors; hit rate 0.76% among 410,000; HepG2 CAGA-GFP viability, ATP luminescence, 18 h; Potency, µM (titrated, usually from 46.1 µM), for the others: at the highest dose activity change, negative = cytotoxicity, hits mostly cytotoxic; also: potency is read from the fitted curve at half-maximal effect; some results filed as inactive show a strong effect at the top dose
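CellTiter-Glo luminescence gave cytotoxicity after 18 hours at 37 degrees C. The cells were HepG2 CAGA-GFP in 1% FBS DMEM, stimulated with 500 pg/mL TGF-beta after compound addition. %Activity was normalised to no-cell wells (complete cell-killing) and DMSO (no toxicity), and curves were fitted and classified.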
IL-1B inflam inh: inhibitors of inflammasome signaling (IL-1 beta secretion); THP-1 LPS/ATP IL-1B secretion, AlphaLISA, 16 h; hits give low values; activity change, % at 57.5 µM; hit rate 4.7% among 360,000; in the data active = activity change below about -50%; inconclusive = mostly about -30% to -49%; also: % is scaled to controls: 0 for no effect and ±100 for the full control effect
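Secreted IL-1B measured by AlphaLISA bead assay after 16 h compound exposure of THP-1 cells; compounds (final up to 57.5 uM) added 1 h before LPS (250 ng/mL) and ATP (1.25 mM) stimulation; lower signal means less secretion.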
An asterisk follows results filed as active; i = inactive; ? = inconclusive; / = not tested or not shown; [ ] = dose if it differs, or a comment. Unless noted, calls follow the shape of the dose curve; as a rule, active = well fitted curve in the direction sought with a large enough effect; inconclusive = small, poorly fitted or top-dose-only effect, or another doubt; inactive = no such curve, though single readings can be large; an effect the other way counts as inactive or inconclusive.

Values run as follows: ATXN2 expr inh, MCF10A rerep, Nrf2 inh, A549 tox, Nrf2 ARE act, TGFb SMAD3 inh, S2 tox, HepG2 tox, IL-1B inflam inh
> CC(C)(C)NC(=O)C(=O)N/N=C/c1ccc(Br)cc1
  1.5%, -3.9%, 10.5%, 5.8%, 2.9%, -8.0%, i, 12.0%, -10.3
> Cc1ccc(Cn2nc(C)c(NC(=O)CCCn3nc(C)c([N+](=O)[O-])c3C)c2C)cc1
  1.8%, -3.0%, -28.7%, 10.2%, 0.5%, ?, i, 1.1%, -4.3
> Cc1cc(Cl)ccc1NC(=O)c1cccc(NC(=O)N2CCSc3ncccc32)c1
  /, /, ?, -0.7%, -0.2%, -6.6%, /, -21.1%, /
> Cc1nc(NC(=O)COC(=O)C2=NNC(=O)CC2)c(Cl)cc1Cl
  -16.7%, -14.4%, 9.4%, 6.0%, 0.3%, 2.3%, i, -17.3%, 0.0
> CN(C)C(=O)C1CC(=O)OC12CCCCC2 (stereo unspecified)
  /, -7.2%, -0.4%, -5.1%, -0.9%, 23.8%, i, 16.0%, 2.1
> CCN(CC)S(=O)(=O)c1ccc(N2CCCC2)c(NC(=O)c2c(-c3ccccc3)noc2C)c1
  0.7%, -2.4%, 2.9%, -5.7%, -0.5%, 6.0%, i, 8.8%, -9.8
> COc1ccccc1C(=O)NC1CCCCCCC1
  23.1%, 6.3%, ?, -13.5%, 0.5%, -4.2%, i, -14.5%, ?
> CCCCSc1nc(SCC(=O)NCc2ccco2)c2c3c(sc2n1)COC(C)(CC)C3 (stereo unspecified)
  /, 4.1%, ?, 0.4%, -0.4%, 0.3%, /, -17.2%, -5.3
> Cc1cc(NC(=O)CSc2nc(-c3cccc(F)c3)nc3c2c(=O)n(C)c(=O)n3C)no1
  4.4%, /, /, 1.2%, 0.3%, -25.1%, i, -1.6%, /
> Cc1onc(NC(=O)CSCC(=O)O)c1Br
  5.9%, 6.2%, 8.5%, 12.0%, -1.2%, 16.2%, i, -1.9%, 3.8
> Cc1ccc(CNC(=O)C2CCC(CNS(=O)(=O)c3cccc4cccnc34)CC2)cc1 (stereo unspecified)
  -0.5%, 0.3%, ?, -1.4%, -0.1%, -3.6%, i, -3.0%, 22.5
> CNC(=S)Nc1cc(OC)c(NC(=O)c2ccco2)cc1OC
  -0.3%, 0.2%, 27.9%, 8.6%, 5.3%, 4.4%, i, -2.4%, -5.2
> C=CCN1CCN(Cc2cnc(Cl)s2)CC1
  9.1%, 2.3%, -21.0%, /, 1.5%, 15.6%, i, 2.1%, -3.2
> CCOc1ccc(C2C(C#N)=C(N)SC(N)=C2C#N)c(OCC)c1
  -25.9%, 7.9%, /, -2.5%, 2.4%, 26.3%, ?, -2.8%, 17.8
> Cc1ccc(N(C)S(=O)(=O)c2ccc3c(c2)NC(=O)C(C)S3)cc1 (stereo unspecified)
  -21.7%, ?, ?, 3.1%, 0.1%, -19.5%, i, -16.7%, 26.9
> CC(Sc1nc(-c2ccccc2)cc(C(F)(F)F)n1)C(=O)N1CCOCC1 (stereo unspecified)
  47.9%[activator], 22.0%, /, -0.6%, -0.1%, -6.0%, i, -13.3%, -21.3
> COc1ccccc1CNC(=O)CNC(=O)c1ccc(Br)o1
  3.7%, 18.5%, -2.2%, -9.6%, -0.5%, 15.4%, i, -0.6%, i
> CCOc1ccc(C2c3c(oc4ccccc4c3=O)C(=O)N2c2nnc(C)s2)cc1OC (stereo unspecified)
  11.2%, /, 11.0%, -1.7%, -0.4%, -19.0%, i, 9.6%, /
> C[C@H](O)[C@@H]1C(=O)N2CCc3c([nH]c4ccccc34)[C@@H]2C[C@@H]1N(C)C(=O)Nc1cc(Cl)cc(Cl)c1
  0.0%, /, /, /, -1.0%, ?, ?, -12.2%, ?
> COCCNC(=O)C(c1ccco1)N(C(=O)Cn1nnc2ccccc21)c1cc(C)ccc1C (stereo unspecified)
  7.8%, -13.2%, 0.1%, -4.9%, -0.7%, -6.7%, i, 27.8%, -6.8
> O=C(NCCc1nc2ccccc2[nH]1)C1CCC(=O)N(CCc2cccc(F)c2)C1 (stereo unspecified)
  -1.4%, -1.1%, 5.2%, 0.1%, -0.8%, 18.0%, i, 7.1%, 5.6
> CCOC(=O)COn1c(-c2cccc(Cl)c2)nc2ccc([N+](=O)[O-])cc21
  44.4%[activator], 2.5%, 4.6%, 0.9%, 0.2%, 3.5%, i, 6.7%, 1.0
> CCCc1nc2ccccc2n2c(-c3ccccc3)c3c(=O)n(C)c(=O)n(C)c3c12
  /, /, /, 11.7%, 3.0%, -16.0%, /, 7.8%, /
> COc1ccccc1/C=C/C(=O)NNC(=O)c1cccs1
  39.8%[activator], -17.1%, ?, 0.8%, 3.3%, 14.6%, ?, -2.1%, 8.9
> COCCOC(=O)C1=C(C)N(Cc2ccccc2)C(=O)NC1c1cccc(OC)c1OC (stereo unspecified)
  -1.0%, -185.7%[0.0737 µM], 6.1%, 0.9%, 0.4%, -5.8%, i, 0.7%, 19.3
> O=C(CNc1ccccc1)NNC1=NCCC1
  -17.3%, 9.0%, 3.8%, -1.4%, 0.1%, -15.6%, i, -0.2%, 0.7
> CN(Cc1ccc([N+](=O)[O-])cc1)c1ccccc1
  13.0%, -0.2%, -14.2%, 4.1%, -0.3%, 8.5%, i, -3.5%, -1.7
> COC(=O)[C@H](Cc1ccccc1)NC(=O)[C@@H]1C[C@H]1[C@@H](NC(=O)OCc1ccccc1)c1ccccc1
  -18.5%, ?, -5.8%, 1.1%, 0.4%, -15.3%, i, -3.6%, 9.8
> CCN(CC)CCCN1C=C2C(=O)C(C)(OC(=O)CCC(=O)OC)C(=O)C=C2C=C1C1CC1 (stereo unspecified)
  4.4%, -2.1%, -1.5%, -0.3%, 2.6%, -22.1%, i, -14.3%, 16.1
> CC1CCCC(C)N1CCCNC(=O)c1cc2c(s1)-c1ccccc1OC2 (stereo unspecified)
  ?, 29.5%, 13.5%, 15.0%, 7.4%, ?, i, 14.1µM*, -9.1

Whole records from above. Order of values: ATXN2 expr inh, MCF10A rerep, Nrf2 inh, A549 tox, Nrf2 ARE act, TGFb SMAD3 inh, S2 tox, HepG2 tox, IL-1B inflam inh
`CC(C)(C)NC(=O)C(=O)N/N=C/c1ccc(Br)cc1` is entered as 1.5%, -3.9%, 10.5%, 5.8%, 2.9%, -8.0%, i, 12.0%, -10.3
`O=C(NCCc1nc2ccccc2[nH]1)C1CCC(=O)N(CCc2cccc(F)c2)C1` (stereo unspecified) is entered as -1.4%, -1.1%, 5.2%, 0.1%, -0.8%, 18.0%, i, 7.1%, 5.6
`Cc1ccc(CNC(=O)C2CCC(CNS(=O)(=O)c3cccc4cccnc34)CC2)cc1` (stereo unspecified) is entered as -0.5%, 0.3%, ?, -1.4%, -0.1%, -3.6%, i, -3.0%, 22.5
`COCCNC(=O)C(c1ccco1)N(C(=O)Cn1nnc2ccccc21)c1cc(C)ccc1C` (stereo unspecified) is entered as 7.8%, -13.2%, 0.1%, -4.9%, -0.7%, -6.7%, i, 27.8%, -6.8

The list goes on.
Values run as follows: ATXN2 expr inh, MCF10A rerep, Nrf2 inh, A549 tox, Nrf2 ARE act, TGFb SMAD3 inh, S2 tox, HepG2 tox, IL-1B inflam inh
> CC(Sc1ncn[nH]1)C(=O)c1c(N)n(C)c(=O)n(C)c1=O (stereo unspecified)
  -14.7%, -1.0%, 10.8%, -3.7%, 0.0%, 1.8%, i, -4.3%, 7.3
> O=C(NNC(=O)C(c1ccccc1)c1ccccc1)c1cccs1
  6.2%, 1.8%, -1.8%, -8.4%, -0.2%, -12.8%, i, -4.1%, 14.1
> COc1ccc(C2=Nc3ccccc3NC(=O)C2N(CCCn2ccnc2)C(=O)c2cccc(S(C)(=O)=O)c2)cc1 (stereo unspecified)
  9.3%, /, /, /, -0.4%, 0.3%, i, -1.0%, -12.0
> COC(=O)c1cc(OC)c(OC)cc1NC(=O)c1c(-c2ccccc2)noc1C
  3.7%, -19.3%, /, 2.5%, 0.3%, -2.0%, i, 3.0%, -3.3
> CC1=CC(C)(C)NC(=S)N1c1ccc([N+](=O)[O-])cc1
  -18.7%, -24.9%, ?, 1.6%, 2.3%, -1.4%, i, 1.7%, -2.1
> COc1ccc(CC(=O)OC(C)C(=O)Nc2ccc(Cl)cn2)cc1 (stereo unspecified)
  2.1%, -3.0%, 2.4%, -0.4%, -0.2%, -20.5%, ?, 4.5%, 10.2
> COCCNC(=O)CN(C(=O)CCC(=O)Nc1nccs1)c1ccc2c(c1)OCO2
  1.8%, 2.7%, 5.6%, -0.1%, -0.1%, 6.2%, i, 13.1%, 2.4
> COCC(C)n1c(SCC(=O)NC(=O)NCc2ccccc2)nc2ccccc2c1=O (stereo unspecified)
  -2.7%, 1.2%, -13.1%, 0.6%, 2.1%, ?, i, 5.3%, -3.2
> CC(NC(=O)C12CC3CC(C1)CC(n1cncn1)(C3)C2)C12CC3CC(CC(C3)C1)C2 (stereo unspecified)
  -13.1%, 15.1%, -9.1%, -3.3%, 0.0%, -19.3%, ?, -12.6%, 14.0
> O=C(/C=C/c1ccc(OCCCF)cc1)Nc1ccnc(-c2ccncc2)n1
  ?, ?, -28.1%, 2.2%, -0.1%, -11.6%, ?, -16.0%, 10.4
> Cc1cccc(NC(=O)CCc2nnc3ccc(NCc4ccco4)nn23)n1
  /, -5.1%, 1.5%, 0.4%, 17.8%, 0.2%, i, -1.7%, -2.6
> Cc1ccc(NC2CCCN(C(=O)c3ccccn3)C2)cc1C (stereo unspecified)
  /, 3.8%, -6.9%, -7.7%, 0.4%, -0.3%, i, -2.8%, 19.8
> CCOc1ccc(N=CC2=C(O)CC(c3ccco3)CC2=O)cc1 (stereo unspecified)
  -7.5%, 10.2%, -22.0%, -6.0%, 0.4%, -9.0%, ?, 0.1%, -0.8
> CC1(C)Cc2ccccc2C(c2cc3ccccc3oc2=O)=N1
  -21.3%, ?, -12.9%, -9.4%, 5.3%, -20.8%, ?, -15.7%, 0.0

Compound activity from PubChem BioAssay.
